# PfM18AAP inh: PfM18AAP enzyme inhibition; recombinant PfM18AAP, H-Glu-NHMec fluorogenic cleavage; inhibition, % at 7.35 µM; hit rate 1.2% among 290,000;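 active = inhibition above the campaign mean inhibition over all tested compounds plus 3 SD, cut at about 28% in these data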;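 note: 0% = plate median of test compound wells and 100% = 2 mM ZnCl2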
# SUMO HTRF inh: inhibitors of human SUMOylation (UBC9); hit rate 0.36% among 290,000; inhibition, % at 35 µM; HTRF SUMOylation assay, SAE1/SAE2 + UBC9, in vitro; in the data active = inhibition above about 50%, passing the limit was not always enough; note: strong numbers were not always called active
# Target sequence (P63279 whole entry, looked up): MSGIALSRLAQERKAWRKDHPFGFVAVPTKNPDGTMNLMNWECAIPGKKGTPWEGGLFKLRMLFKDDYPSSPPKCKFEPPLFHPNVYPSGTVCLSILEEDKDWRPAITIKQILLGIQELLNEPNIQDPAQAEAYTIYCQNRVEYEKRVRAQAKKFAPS
# NS3 helicase inh: blocks Hepatitis C virus NS3 helicase unwinding; NS3 helicase DNA unwinding, Cy5 molecular beacon fluorescence; hit rate 0.56% among 290,000; inhibition, % at 10.9 µM; AID 1800;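 active = inhibition above the mean of all tested compounds plus 3 SD, set per campaign, cut at about 35% in these data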;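 note: 0% = DMSO wells and 100% = thioflavine S control wells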
#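 System: HCV NS3 helicase fragment; control set: DMSO and thioflavine S; technique: Cy5 fluorescence at 0 and 60 min, beacon hairpin quenching; reagent: beacon DNA duplex substrate plus ATP; replicates: singlicate; schedule: 1 h reaction at 25 °C, ATP-initiated; medium: MOPS buffer pH 6.5 with MgCl2, DTT, Tween20, BSA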
# MEKK2 mut-MEK5: signal of MEK5 binding to mutant human MEKK2 PB1 domain; percent response, % at 10 µM; bead flow cytometry, Alexa488-MEK5 binding to MEKK2 mutant; hit rate 0.35% among 290,000; in the data active = percent response above about 24%, passing the limit was not always enough; note: inactives centre near 1; some results filed as inactive read as strong as hits
# NALP1 yeast inh: inhibitors of NALP1 inflammasome in yeast; inhibition, % at 10 µM; S. cerevisiae NALP1/ASC/caspase-1 growth, X-gal OD620, 72 h; hit rate 0.61% among 280,000; AID 2071; in the data active = inhibition mostly above about 24%, no sharp cut-off; inactive = mostly below about 32%; note: some compounds called inactive have numbers as strong as hits
# MEKK2wt PB1 HTS: raises or lowers MEK5 binding to wildtype human MEKK2 PB1 domain. hit rate 1.1% among 290,000. AID 1531. bead flow cytometry, Alexa488-MEK5 binding to MEKK2 WT; actives lie on both sides. Q9Y2U5. binding response (% of control), % at 10 µM; in the data active = binding response below about 67% or above about 130%
# IMP-1 inhibitor: blocks Pseudomonas aeruginosa IMP-1 metallo-beta-lactamase | purified IMP-1, nitrocefin hydrolysis, epi-absorbance fluorescence | inhibition, % at 5.6 µM | hit rate 0.45% among 290,000 | AID 1556;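 active = inhibition above the mean plus 3 SD of all compounds in the same screening run, cut at about 4.5% in these data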;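 note: 0% = IMP-1 with DMSO and 100% = DMSO wells lacking enzyme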
#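 Assay system: purified IMP-1; Quantity: IMP-1 0.2 nM before substrate addition; Medium: HEPES buffer pH 7.1 with ZnSO4 and Brij 35; Incubation: 15 min enzyme–compound preincubation, then 25 min nitrocefin reaction, 25 °C; Signal: fluorescence quenching readout, ex 480/em 530 nm; Controls: DMSO with and without IMP-1; Repeats: singlicate testing.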
# VIM-2 inh: inhibitors of Pseudomonas aeruginosa VIM-2 metallo-beta-lactamase; inhibition, % at 5.6 µM; purified VIM-2, nitrocefin hydrolysis, epi-absorbance fluorescence; hit rate 0.89% among 290,000;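 active = inhibition above the mean of all tested compounds plus 3 SD, cutoff set per screening run, cut at about 7.5% in these data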;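 note: red hydrolysis product quenches plate fluorescence so inhibitors raise well fluorescence; 0% = enzyme with DMSO and 100% = DMSO without enzyme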
# DNA FID counter: counter-screen for HCV NS3 helicase inhibitors: DNA intercalator displacement | DNA fluorescent intercalator displacement, fluorescence | inhibition, % at 7.9 µM | hit rate 0.17% among 290,000 | AID 1845; in the data active = inhibition above about 37%;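 note: 0% = vehicle and 100% = reference compound; higher means more ethidium bromide displaced from hairpin DNA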
# Active calls of the source: *; x = no result given.
SMILES,PfM18AAP inh,SUMO HTRF inh,NS3 helicase inh,MEKK2 mut-MEK5,NALP1 yeast inh,MEKK2wt PB1 HTS,IMP-1 inhibitor,VIM-2 inh,DNA FID counter
CN(NC1OC(=O)c2ccccc21)c1ccc(Cl)cc1[N+](=O)[O-] (centres undefined),-5,11,9,-8,24,89,1.2,0.9,-21
CC(C)Cn1c(N)c(C(=O)COC(=O)c2ccc(Cl)cc2)c(=O)n(C)c1=O,6,6,-1,-9,6,87,-1.2,0.8,-17
COC(CNC(=O)c1c[nH]c2ccc(S(=O)(=O)N3CCOCC3)cc2c1=O)OC,2,8,0,3,-5,106,-3.0,-3.4,0
O=C(c1ccc(Cn2cc(Cl)cn2)cc1)N1CCN(c2ccccc2)CC1,6,11,-2,-2,2,100,-5.8,-4.2,-37
O=C(NCc1ccco1)Nc1ccc2nsnc2c1,19,26,4,4,23,101,-3.0,-2.2,0
CC(C)NC(=O)c1ccccc1NC(=O)C1COc2ccccc2O1 (centres undefined),-1,-19,-8,2,-10,108,-3.0,-3.6,-8
CC(=O)Nc1ccc(C(C#N)c2ccccc2)cc1 (centres undefined),-19,2,3,-6,2,96,-3.4,-1.3,-1
Cn1c(CN2CCCCC2)nc2cc(NC(=O)c3ccccc3)ccc21,1,13,-2,7,0,110,-4.8,-4.8,-2
CN(C1=NC(=O)C(CC(=O)O)S1)c1ccc(O)cc1 (centres undefined),-4,23,3,-1,-3,99,-2.1,-4.7,2
CCOc1ccc(NC(=O)CCCOc2cc(=O)n(C)c3ccccc23)cc1,-2,16,5,3,6,110,-2.8,-0.5,-5
Nc1ccc(-c2cc(N)n(-c3ccccc3)n2)cc1,3,12,-8,0,-16,101,-3.5,-2.6,6
COc1ccc(N2C(=O)c3ccc(C(=O)Nc4cc(OC)ccc4OC)cc3C2=O)cc1,-5,13,4,5,11,101,-4.1,-3.6,-1
Cc1cccc(N2CCN(C(=O)c3cccc(N4CCCC4=O)c3)C(C)C2)c1 (centres undefined),1,x,-5,-4,30,100,-2.7,-3.3,-54
CCCCOC(=O)c1ccc(NC(c2ccc(C)cc2)P(=O)(OC)OC)cc1 (centres undefined),1,-18,-14,-2,39,98,-4.5,-1.9,-40
CCCS(=O)(=O)N1CCC(C(=O)N2CCCC2)CC1,-2,6,-5,5,x,99,-5.2,-2.9,-2
Cn1c(=O)c2c(nc(N3CCCCC3)n2CCNC2=NCCC2)n(C)c1=O,-10,10,14,-2,31,101,0.3,20*,8
CCC(C)[C@H](NC(=O)[C@@H]1Cc2c([nH]c3ccccc23)C2c3ccccc3C(=O)N21)C(=O)N1CCC[C@@H]1C(=O)O (some centres undefined),13,-4,10,1,6,99,1.0,-3.6,-26
OC(CN1CCN(c2ccccc2F)CC1)c1ccc(F)cc1 (centres undefined),-4,13,0,14,3,105,-4.9,-2.2,6
Cc1ccc(NC(=O)CN2C(=O)COc3ccc(S(=O)(=O)N4CCCC4)cc32)cc1C,-1,-5,-11,2,10,105,-2.8,-2.1,-24
CCOC(=O)CNC(=O)CSc1nc(N)cc(N)n1,-8,-19,2,4,7,105,-2.7,-3.0,2
O=C(c1ccc2c(c1)OCCO2)C1CCN(C(=O)Nc2ccccc2F)CC1,4,-1,6,5,13,103,-3.6,-4.9,-28
CCN(CC)c1ccc(-c2n[nH]c(=S)n2-c2ccccc2C)cc1,5,17,7,-6,16,94,-2.4,0.2,-34
Cc1cccc(C(=O)Nc2ccc(S(=O)(=O)Nc3nc(C)cc(C)n3)cc2)c1,6,8,4,3,10,100,-3.2,-2.3,-19
O=C1c2ccccc2C(=O)C1c1nccc2ccccc12,-1,19,1,-5,-9,101,-2.4,-0.5,5
Cc1[nH]c2ccccc2c1C(=O)CN1CCCC1,2,13,-7,2,23,106,-4.5,-0.5,1
SMILES,PfM18AAP inh,SUMO HTRF inh,NS3 helicase inh,MEKK2 mut-MEK5,NALP1 yeast inh,MEKK2wt PB1 HTS,IMP-1 inhibitor,VIM-2 inh,DNA FID counter
CNC(=O)NC(=O)COC(=O)/C=C/c1cccc(Br)c1,-4,-5,-6,-2,4,90,-1.6,3.5,3
Cc1nnc(N/N=C/C2CC=CCC2)[nH]c1=O (centres undefined),11,22,-6,-1,3,100,-3.4,-3.5,-3
Cc1ccc(CCNC(=O)CS(=O)Cc2nc(-c3cccs3)oc2C)cc1 (centres undefined),-8,21,17,-1,x,98,0.4,-1.2,-17
O=C(Nc1ccc(F)cc1F)Nc1csc2ccccc12,12,-14,12,1,21,102,-2.0,-1.6,7
CCCCOc1cccc(/C=C(\C#N)C(=O)NC2CC2)c1,17,0,-5,4,18,100,-6.2,-3.2,-28
COc1ccc(N2CCN(C(=O)CCNC(=O)c3ccc(C(C)(C)C)cc3)CC2)cc1,-9,22,0,-50,-9,102,-2.6,0.1,-28
CSc1cc(-c2ccc(Cl)cc2)c(C(=O)N2CCCC2)s1,0,-15,-3,1,27,100,-1.1,1.9,-27
COc1ccc(-c2cn[nH]c2-c2ccc(OCC(=O)NN)cc2O)cc1OC,2,21,22,10,-5,105,-4.5,-1.7,-35
CCOP(=O)(OCC)C(NC(C)=O)C(=O)c1ccccc1 (centres undefined),1,2,3,x,-3,x,-1.7,-0.3,-2
CSc1ccccc1C(=O)N1CCC(CCC(=O)NC2CC2)CC1,-2,11,15,0,16,100,-2.7,-2.9,-13
COc1ccc(C(=O)NC(=S)Nc2cccnc2)cc1Cl,14,5,3,8,-8,104,-2.0,-1.1,-20
C/C(N)=C(/C#N)C(=O)COC(=O)Cc1coc2ccc3ccccc3c12,6,-2,-9,-11,2,87,0.0,1.6,-11
CCOc1cc(/C=C(/NC(C)=O)C(=O)O)cc(Cl)c1OCc1cccc(Br)c1,-4,31,25,11,24,99,0.3,-1.6,-17
Cc1cccc(Cl)c1NC(=S)NCCc1ccccn1,-5,11,-5,3,-16,99,-3.0,1.6,-4
CCOC(CCNC(=O)c1cc(-c2cccs2)nc2ccccc12)OCC,0,21,-4,10,3,100,-1.5,-0.6,-27
COc1cc(C(=O)NCCNC(=O)c2cc(OC)c(C)c(OC)c2)cc(OC)c1C,3,2,-25,12,-3,104,-1.9,-5.1,-22
CC1=CCC(Cc2nc3ccccc3o2)C1(C)C (centres undefined),-1,-11,-1,-5,-4,89,-2.7,-0.4,-1
CN(C)c1ccc(P(=O)(OC2CCCCC2)C(O)c2ccncc2)cc1 (centres undefined),-9,30,-3,-6,22,86,-1.1,-1.9,-18
COC(=O)c1cc2sccc2n1Cc1ccc(C)cc1,-16,-3,3,3,-27,100,-2.4,-2.2,-6
COC(=O)/C(C#N)=C/c1c(Oc2cccc(C)c2C)nc2ccccn2c1=O,-6,16,5,-7,13,92,-0.7,-0.8,-1
CC1(C)CC(=O)C(C=NCCN2CCOCC2)=C(O)C1,-2,-3,8,4,-26,106,-6.0,-5.7,-2
CCOC(=O)N1CCN(CCC(=O)Nc2cc(OC)cc(OC)c2)CC1,-3,1,-3,3,-2,104,-2.6,-1.8,-12
CC(C)OC(=O)CSc1nnc(-c2ccc(Cl)cc2Cl)n1N,-2,4,-3,1,-36,100,-2.0,0.9,-9
Cc1cccc(NC(=O)C2CCN(c3nccc(C)n3)CC2)c1,-16,14,-1,2,6,101,-0.5,-1.1,-15
COc1ccc(N2CCN(CC(=O)c3ccc(O)c(C)c3O)CC2)cc1,21,9,-2,1,7,100,-2.0,-0.6,-8

# 5 entries from above, ordered by heavy-atom count, high to low:
SMILES,PfM18AAP inh,SUMO HTRF inh,NS3 helicase inh,MEKK2 mut-MEK5,NALP1 yeast inh,MEKK2wt PB1 HTS,IMP-1 inhibitor,VIM-2 inh,DNA FID counter
COc1ccc(-c2cn[nH]c2-c2ccc(OCC(=O)NN)cc2O)cc1OC,2,21,22,10,-5,105,-4.5,-1.7,-35
Cc1ccc(CCNC(=O)CS(=O)Cc2nc(-c3cccs3)oc2C)cc1 (centres undefined),-8,21,17,-1,x,98,0.4,-1.2,-17
C/C(N)=C(/C#N)C(=O)COC(=O)Cc1coc2ccc3ccccc3c12,6,-2,-9,-11,2,87,0.0,1.6,-11
Cc1cccc(NC(=O)C2CCN(c3nccc(C)n3)CC2)c1,-16,14,-1,2,6,101,-0.5,-1.1,-15
Cc1nnc(N/N=C/C2CC=CCC2)[nH]c1=O (centres undefined),11,22,-6,-1,3,100,-3.4,-3.5,-3

# Remaining list, next part.
SMILES,PfM18AAP inh,SUMO HTRF inh,NS3 helicase inh,MEKK2 mut-MEK5,NALP1 yeast inh,MEKK2wt PB1 HTS,IMP-1 inhibitor,VIM-2 inh,DNA FID counter
CC[n+]1c(C)cc2c(sc3ccccc32)c1C,1,6,3,4,-5,105,-3.3,4.4,9
CCCc1cc(=O)oc2cc(OCC(=O)NCC3CCC(C(=O)O)CC3)ccc12 (centres undefined),-8,-9,-5,4,-2,101,-4.4,-0.5,-32
NC(=O)c1nsc(C(=O)N(c2cccc(F)c2)C(C(=O)NCC2CCCO2)c2cccs2)c1N (centres undefined),4,1,2,4,1,103,-3.2,-2.2,-11
C=CCn1c(=O)c2ccccc2n2nnc(C(=O)OCC)c12,-13,16,13,-10,6,98,-1.3,2.9,-10
CC1CSc2ccccc2NC1=S (centres undefined),3,11,-6,2,5,94,-3.0,-0.5,1
O=C(CCCCl)NC1=NN(c2ccccc2)C(=O)C1,7,5,-14,0,18,102,-5.9,-2.2,2
CCOc1ccc(NC(=O)NCc2cccn2C)cc1,3,17,-3,6,13,106,-2.1,-3.5,-4
O=C(NCCCN1CCCC1=O)Nc1ccc(Cl)cc1Cl,-8,20,-1,9,13,112,-1.3,-0.8,-8
O=C1c2ccccc2NC2CCCCCN12 (centres undefined),8,10,-6,4,15,110,-3.1,0.1,0
O=C(O)C1C2C=CC(O2)C1C(=O)Nc1ccc(S(=O)(=O)Nc2ccccc2)cc1 (centres undefined),-6,4,-2,x,-21,x,-2.3,-3.4,-1
Cc1ccc(NC(=O)COC(=O)c2ccc([N+](=O)[O-])s2)c(C)c1,1,3,-4,-1,24,90,-1.0,-4.8,6
COC(=O)c1cc(C#N)c(Oc2ccccc2)nc1C,-3,x,1,10,x,109,0.1,2.1,-2
CCCOc1ccc(N2C(=O)CC(NCCNc3ccc(S(=O)(=O)CC)cc3)C2=O)cc1 (centres undefined),0,5,2,-2,-14,98,-3.3,-2.8,-36
Cc1ccc(S(=O)(=O)NCc2cc(=O)n(C)c(=O)n2C)cc1C,-8,-15,7,2,4,100,-4.9,-1.8,-12
COc1ccc(CN(C)CC(=O)NC(C)c2ccccc2)c(OC)c1 (centres undefined),2,14,3,0,12,94,-1.9,-4.1,9
COc1cc2c(cc1OC)CN(C(=O)C1(c3ccccc3)CC1)CC2,2,25,0,0,18,102,1.3,0.5,-20
O=C(Nc1ccc(F)cc1)c1ccc(CN2CCc3ccccc3C2)cc1,-1,5,-11,4,11,104,-3.0,-2.6,3
COCCNC(=O)C(c1ccc(C)cc1)N(Cc1ccco1)C(=O)CCC(=O)Nc1ccccn1 (centres undefined),-6,8,6,7,3,99,-6.5,-3.5,-39
Cc1ccnc(SCCn2c(N3CCN(C)CC3)nc3c2c(=O)n(C)c(=O)n3C)n1,4,12,-1,0,-2,99,-3.3,-1.0,-3
